Screening results (PubChem)
SDO1 yeast rescue: growth rescue of sdo1-depleted yeast, primary screen, S. cerevisiae, bone marrow failure model; S. cerevisiae sdo1-depleted JHY4D growth rescue, OD600 30 h; active compounds read high; pdr5 snq2 efflux-pump mutant strain; z-score at 10 µM; AID 817, 2007; 140,000 tested, 0.21% active;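 active = z-score above 3 at both the 24 hr and the 30 hr optical density reads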;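 also: z-score against mean and SD of all compound wells on the same plate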
Insulin prom inh: inhibitors of insulin promoter-driven GFP, primary screen, imaging, TRM-6 cells (human fetal islet line), eGFP reporter, cell count; reporter expression induced with tamoxifen; inhibition, % at 2 µM; 130,000 tested, 0.9% active; AID 1273, 2008;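 active = inhibition above the mean plus 3 SD, with well images judged a real hit on visual review, cut at about 60% in these data, passing the limit was not always enough; inconclusive = inhibition over the cutoff but images rejected on review; inactive = inhibition not above the cutoff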
SDO1 yeast rescue Rescue 24 h: recorded beside SDO1 yeast rescue, whose call it bears; z-score; S. cerevisiae sdo1-depleted JHY4D growth rescue, OD600; measured here: growth rescue at 24 h;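 0 is the plate mean of compound wells and units are plate SD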
The depositor's hits bear a star; u = inconclusive; x = no result given.

nr	SMILES	SDO1 yeast rescue	SDO1 yeast rescue Rescue 24 h	Insulin prom inh
1	Cn1c(-c2ccccc2)cc2c3no[n+]([O-])c3ccc21	-1.88	0.07	15.2
2	O=C(COc1ccc(/C=N/NS(=O)(=O)c2ccccc2)cc1)Nc1ccc(F)cc1	0.02	-0.67	13.3
3	CCN1CCN(C(c2cccc(OC)c2)c2sc3nc(C)nn3c2O)CC1 (stereo not given)	0.5	0.63	x
4	CC(C)CCNC(=O)c1ccc2nc[nH]c2c1	0.74	0.51	42.3
5	CCOc1ccc(-c2nc(N)ncc2-c2ccccc2)c(O)c1	-2.2	-1.61	-18.4
6	CCn1c(SCC(=O)c2ccc(O)c(O)c2)nnc1-c1ccccc1	1.51	1.14	-25.0
7	CS(=O)(=O)c1ccc2nc(NC(=O)c3cccs3)sc2c1	0.47	0.57	-211.1
8	O=C(CSc1nc(-c2ccco2)cc(C(F)(F)F)n1)N1CCN(c2cccc(Cl)c2)CC1	-0.01	0.42	-26.3
9	O=C(NCc1nnc2c3ccccc3c(-c3ccccc3)nn12)c1ccc(Cl)cc1	-1.2	-1.17	-63.1
10	N=c1c(C(=O)NCC2CCCO2)cc2c(=O)n3ccccc3nc2n1Cc1cccnc1 (stereo not given)	0.79	-0.29	-3.7
11	CCCCCCn1c(SCCC)nc2c1c(=O)[nH]c(=O)n2C	0.22	1.44	45.5
12	C=CCOc1c(Cl)cc(C2NC(=O)NC(C)=C2C(=O)OC)cc1Cl (stereo not given)	0.11	-0.69	25.0
13	O=C(NNc1cccc(Cl)n1)c1ccc(Cl)nc1	-0.7	-2.41	27.3
14	CC(C)(C)NC(=O)CSc1nncn1NCc1c(Cl)cccc1Cl	1.66	1.31	-385.0
15	COc1ccc(Oc2nnnn2-c2ccccc2)cc1	-0.03	-1.18	u
16	COc1ccccc1NC(=O)c1csc(-n2nc(C)cc2C(F)(F)F)n1	0.63	0.73	-81.8
17	CCn1c(SCc2nc(-c3ccc(OC)c(OC)c3)no2)nnc1-c1cccs1	-0.51	-1.04	x
18	Cc1nnsc1C(=O)Nc1cccc(Cl)c1Cl	-0.13	0.13	16.7
19	Cc1cccc(Cc2nnc(CCC(=O)N(CC3CC3)CC3CCCO3)o2)c1 (stereo not given)	x	x	0.0
20	CC(C)(C)N1CC2([N+](=O)[O-])CN(C(C)(C)C)CC([N+](=O)[O-])(C1)C2	-0.45	0.27	0.0
21	Cc1nc2ccc3[nH]snc3c2n1	-0.47	-0.55	x
22	Cc1ccc(-n2c(-c3ccccc3)cc(=O)nc2C)cc1	-0.03	-0.92	5.7
23	CN(C)/C=N/c1c(C#N)nnn1Cc1ccccc1	0.63	0.74	-35.7
24	CC(=O)Cc1nsc(NC(=O)c2cc(-c3ccc(Cl)c(Cl)c3)oc2C)n1	-0.48	-0.01	x
25	CC(=O)c1ccc(OC(=O)C2c3ccccc3Oc3ccccc32)cc1	-0.4	-0.49	20.8
26	Cc1ccccc1N(CC(=O)NC1CCCC1)C(=O)CS(=O)CC(=O)Nc1ccc2c(c1)OCO2 (stereo not given)	-0.72	-0.85	27.3
27	O=C(CCN1CCN(C(c2ccccc2)c2ccccc2)CC1)N/N=C/c1ccc(O)cc1O	0.52	0.09	x
28	CCCn1c(SCC(=O)N2CCN(c3ccc(OC)cc3)CC2)nc2c1c(=O)n(C)c(=O)n2C	0.72	-0.15	18.2
29	CCCC(c1nnnn1Cc1ccc(OC)cc1)N1CCN(c2ccccc2OC)CC1 (stereo not given)	-0.15	1.21	-8.3
30	COCCNC(=O)Cc1cn(C)c2ccccc12	0.39	0.19	14.3
31	Cn1nc(C(=O)OCC(=O)c2ccc[nH]2)c2ccccc2c1=O	x	x	-5.6
32	O=C(CN1C(=O)CCS(=O)(=O)c2ccccc21)Nc1cccc(F)c1	0.42	-0.07	34.5
33	O=C(CCC(=O)Nc1ccccc1)N/N=C/C=C/c1ccccc1	-0.35	-0.52	x
34	COc1cc2[nH]c(=O)n(CCCCCC(=O)NCCCN3CCC(C)CC3)c(=O)c2cc1OC	0.7	-0.2	-42.1
35	O=C(Nc1cccc(NC(=S)NC(=O)c2cccs2)c1)c1ccccc1	-1.69	-1.24	22.2
36	CCCOc1ccc(/C(O)=C2/C(=O)C(=O)N(CCOC)C2c2cccnc2)cc1 (stereo not given)	0.51	-0.28	x
37	N#C/C(=C\c1ccc(OC(=O)c2ccc(Cl)s2)cc1)c1nc2ccccc2[nH]1	-0.66	0.13	27.3
38	CCOC(=O)N1CCN(C(=O)CC(=O)Nc2ccc3nc4n(c(=O)c3c2)CCCCC4)CC1	-0.48	-1.23	x
39	CCOC(=O)C1=C(C)Nc2ccccc2N=C1NC(=O)C(CC)c1ccccc1 (stereo not given)	0.34	0.03	x
40	CCOc1ccc(CNC(=S)NCc2ccc(OCC)cc2)cc1	-0.97	-1.03	x
41	CC1=C(C(=O)Nc2ccccc2)C(c2cccs2)n2nnnc2N1 (stereo not given)	-0.29	-0.51	-12.9
42	Cc1ccc(N/C(SCc2ccccc2C)=C(/C#N)C(=O)NCc2ccco2)cc1C	0.08	0.13	-26.3
43	O=C1CC(c2ccc(Cl)cc2)CC(=O)C1CS(=O)(=O)c1ccccc1 (stereo not given)	x	x	-63.6
44	COc1ccc(-c2nnc(NC(=O)c3cc(C)on3)s2)cc1	-0.56	-0.81	-174.3
45	O=c1c(C(c2ccccc2)c2c(O)sc3ccccc3c2=O)c(O)sc2ccccc12	-1.02	0.7	80.0*
46	O=S(=O)(NCCSc1ccccn1)c1ccc(Br)cc1	x	x	7.1
47	Cc1ccc(S(=O)(=O)CCc2nnc(NC(=O)c3cccs3)s2)cc1	-1.43	-0.86	x
48	Cc1ccc(C(=O)NCc2ccco2)cc1S(=O)(=O)N1CCCCC1	-0.11	-0.47	-18.2
49	COc1cccc(NC(=O)N2CCCC2)c1	x	x	-16.3
50	CNS(=O)(=O)c1ccc(NC(=O)c2ccc(Cl)cc2Cl)cc1	1	0.2	46.1

The list goes on.
nr	SMILES	SDO1 yeast rescue	SDO1 yeast rescue Rescue 24 h	Insulin prom inh
51	CN1CCN(C(=O)CCc2nc3ccccc3c(=O)[nH]2)CC1	0.92	0.8	13.0
52	COc1ccc(CN(C(=O)c2ccc3c(c2)OCCO3)C(C(=O)NC2CCCCC2)c2ccc3ncccc3c2)cc1 (stereo not given)	-0.37	-1.08	-16.7
53	CCCS(=O)(=O)n1nc(-c2ccccc2)cc1N	0.29	0.28	x
54	CCOC(=O)c1ccc(NC(=O)CN(C)S(=O)(=O)c2ccc(OC)cc2)cc1	0.02	0.59	-131.2
55	Cc1nn(-c2ccccc2)c(C)c1[N+](=O)[O-]	x	x	-12.8
56	CC(C)C(=O)Nc1cccc(C(=O)NCCc2ccc(S(N)(=O)=O)cc2)c1	0.1	-0.48	-63.6
57	COc1cccc(C(=O)NCC2CCCO2)c1 (stereo not given)	0.81	0.35	x
58	CSc1nnc(-c2ccccc2SC)o1	x	x	-37.5
59	Cc1ccc[n+](C(C)C(=O)Nc2ccc(C)c([N+](=O)[O-])c2)c1 (stereo not given)	-0.24	-0.14	-34.8
60	Cc1ccc2c(c1)N(C(=O)c1ccco1)C(C)(C)c1ssc(=S)c1-2	-0.34	0.43	-77.8
61	O=C(O)CSCC(=O)Nc1ccc(S(=O)(=O)N2CCCCC2)cc1	0.53	-0.18	x
62	Cc1ccc(S(=O)(=O)Nc2ccc(SC(F)F)cc2)c(C)c1	-1.02	-1.67	17.9
63	C/C(=N\NC(=O)COc1ccc(C)cc1C(C)C)c1ccc(-n2ccnc2)cc1	-2.13	-1.8	x
64	C/C(Cn1cnc([N+](=O)[O-])n1)=N/NC(=O)COc1ccccc1Cl	0.49	-1	-16.7
65	Fc1cccc(/C=N/NC(=S)Nc2ccccc2Cl)c1	-0.83	-0.63	23.3
66	COC(=O)c1ccc(NC(=O)C2CC2)o1	1.23	0.43	-26.5
67	CCN(C(=O)c1cccnc1)c1ccccc1	1	0.82	-3.6
68	CCNc1nc(NC(C)(C)C)nc(N2CCCC2)n1	-1.53	-1.02	43.8
69	COC(=O)c1sccc1NC(=O)c1ccccc1	x	x	69.2
70	COCCn1c(SCC(=O)c2c[nH]c3ccccc23)nnc1-c1ccncc1	0.28	0.32	33.3
71	CO/N=C/c1ccc(Sc2ccc(C)cc2)c([N+](=O)[O-])c1	0.3	1.64	10.3
72	CNC(=O)CSc1ncnc2c1cnn2-c1ccccc1	x	x	53.9
73	COc1ccccc1Cn1c(=S)[nH]c2cc(C(=O)NCC3CCCO3)ccc2c1=O (stereo not given)	x	x	-7.1
74	CCNC(=S)NNC(=O)CCn1c2ccccc2c2ccccc21	-0.19	0.7	x
75	COc1ccc(N2C(=O)CCC(C(=O)NCc3ccccn3)C2c2ccc(F)cc2)cc1 (stereo not given)	0.36	0.16	32.3

An excerpt from above in order of the Insulin prom inh value, lowest first.
No. | smiles | SDO1 yeast rescue | SDO1 yeast rescue Rescue 24 h | Insulin prom inh
54 | CCOC(=O)c1ccc(NC(=O)CN(C)S(=O)(=O)c2ccc(OC)cc2)cc1 | 0.02 | 0.59 | -131.2
67 | CCN(C(=O)c1cccnc1)c1ccccc1 | 1 | 0.82 | -3.6
62 | Cc1ccc(S(=O)(=O)Nc2ccc(SC(F)F)cc2)c(C)c1 | -1.02 | -1.67 | 17.9
75 | COc1ccc(N2C(=O)CCC(C(=O)NCc3ccccn3)C2c2ccc(F)cc2)cc1 (stereo not given) | 0.36 | 0.16 | 32.3
68 | CCNc1nc(NC(C)(C)C)nc(N2CCCC2)n1 | -1.53 | -1.02 | 43.8
72 | CNC(=O)CSc1ncnc2c1cnn2-c1ccccc1 | x | x | 53.9

Later entries
nr	SMILES	SDO1 yeast rescue	SDO1 yeast rescue Rescue 24 h	Insulin prom inh
76	Cc1ccc(NC(=O)O/N=C2\CCCCC2c2ccc([N+](=O)[O-])cc2[N+](=O)[O-])cc1 (stereo not given)	-0.67	-0.27	52.0
77	O=C1CN=C(Nc2cccc(C(F)(F)F)c2)N1C1CCCC1	-0.09	-0.04	-171.4
78	COc1cccc(-c2nn(C)c3sc(C(=O)NCc4ccc(C)o4)cc23)c1	-1.17	-0.3	62.5*
79	O=C(O)c1ccc2[nH]c3c(c2c1)CSCC3	0.81	-0.41	0.0
80	Cc1cccc(NC(=O)CCSc2nc(C)cc(C)n2)c1	0.22	0.43	x
81	CCOC(=O)c1cccc(NC(=O)c2cnc3ccccc3n2)c1	0.79	0.67	-16.7
82	O=C(NCCN1CCOCC1)c1cn(CCc2ccccc2)nn1	0.97	0.82	21.4
83	CCCC(=O)NC(c1ccc(OC)cc1)c1ccc2cccnc2c1O (stereo not given)	x	x	7.1
84	O=C(NC1CCCCC1)N(CCO)Cc1cc2cc3c(cc2[nH]c1=O)OCCO3	-0.09	-1.65	-7.1
85	COc1ccc(-c2nnn(CC(=O)N(CC(=O)NC3CCCC3)Cc3ccco3)n2)cc1OC	x	x	-2.6
86	CCCC(=O)NC(C)C(c1cccs1)N1CCN(C)CC1 (stereo not given)	0.03	-0.19	x
87	CC1CC(C)(C)NC(=S)N1CCCC(=O)NCCc1ccc(Cl)cc1 (stereo not given)	x	x	-73.3
88	S=C(Nc1ccccc1Cl)NC1CCN(Cc2ccccc2)CC1	2.07	2.37	9.4
89	CC(C)(C)NCc1cc2ccccc2[nH]c1=O	-0.13	-0.93	21.4
90	COc1cc(NC(=O)CS(=O)(=O)c2ccc(C)cc2)cc(OC)c1OC	1.83	2.24	6.2
91	O=[N+]([O-])c1cccc(/C=N/Nc2nc(N3CCOCC3)nc(N3CCOCC3)n2)c1	0.95	0.08	34.5
92	CCS(=O)(=O)c1ccc2oc(SCC(=O)NCCc3ccc(OC)cc3)nc2c1	x	x	18.5
93	C=CCOc1cccc(C2/C(=C(/O)c3ccc(Cl)cc3)C(=O)C(=O)N2CCN2CCOCC2)c1 (stereo not given)	0.38	-0.26	26.7
94	Cn1c(=O)n(-c2cccc(Cl)c2)c(=O)n1C	1.57	1.25	-37.5
95	O=C(Nc1ccc(F)cc1Cl)c1ccc2c(=O)n3c(nc2c1)CCCCC3	0.32	0.31	x
96	O=C(NC1CCCCC1)c1ccc(S(=O)(=O)NCc2ccco2)cc1	0.48	0.54	x
97	Cc1cc(Nc2ncc(Cl)cc2Cl)n(-c2ccccc2C)n1	-0.12	0.25	28.9
98	O=C(CN1CCCCC1)NNc1nc(-c2ccccc2)c2cc(Cl)ccc2n1	x	x	-21.4
99	COCC(=O)NC1CCN(C(=O)NCc2ccccc2)CC1	-0.24	-0.55	-17.2
100	COc1ccc(CCCC(=O)Nc2ccc(F)cc2)cc1	-0.03	-0.58	-7.7
101	CCC(=O)c1c[nH]c(C(=O)NCc2ccco2)c1	0.11	-0.08	23.1
102	CCOC(=O)c1sc2nc(C)c3c(c2c1N)CC(C)(C)OC3	-0.6	-1.29	8.6
103	Cc1cccc(OCCOC(=O)Nc2ccccc2)c1	-0.45	-0.02	-10.0
104	O=C(NCc1ccccc1)c1ccc(CN(c2ccccn2)S(=O)(=O)c2ccccc2)cc1	0.14	-0.12	18.9
105	COc1cccc2c(SCC(=O)N/N=C/c3ccc(O)c(O)c3)cc(C)nc12	x	x	38.9
106	c1ccc(CSc2nnc3ccc(-c4ccncc4)nn23)cc1	x	x	44.4
107	COc1ccccc1NC(=O)Nc1ccc(F)c(F)c1	x	x	20.9
108	O=[N+]([O-])c1ccc(CCNc2cccc3ccccc23)c([N+](=O)[O-])c1	-1.19	-1.5	41.2
109	CC(C)=CC(=O)Nc1nnc(-c2ccccc2C)s1	x	x	-35.7
